# HSF1 activator: HSF-1 activators, primary screen, NIH3T3-HGL cells, MG132 stress, luminescence, single point. NIH3T3-HGL HSF-1 luciferase reporter, 8 h; 100% = twice DMSO control signal. activation, % at 9 µM. actives 1.7% (n = 300,000). AID 504408, 2011;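 active means mean replicate activation of at least 50% with a set share of replicates each reaching 50%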;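 further: 0% = median of the neutral control wells and 100% = twice that signal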
# aSyn UTR inh: MLPCN primary screen, SNCA 5' untranslated region | inhibition, % (tested at 7.5 µM) | AID 1813, 2009 | alpha-synuclein 5'UTR reporter, inhibitor activity | actives 0.82% (n = 300,000); in the data active means inhibition above about 60%;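 further: H4 neuroglioblastoma cells stably carrying SNCA 5'UTR luciferase fusion; 0% = DMSO wells and 100% = positive control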
# AI-2 QS modul: Vibrio harveyi AI-2 quorum sensing modulators, primary screen, JMH597 strain, luminescence/OD600 ratio. Vibrio harveyi JMH597 AI-2 luminescence/OD600 ratio, 9 h; stronger effect = lower value; strain lacks LuxN and CqsS sensors; 0 = neutral-control median. activity change, % at 7.5 µM. actives 0.4% (n = 300,000); in the data active means activity change below about -75%, passing the limit was not always enough;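 further: luminescence divided by OD600 gain over 9 h not by final OD600 alone; inactives centre near 13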
# KLF5 inh: KLF5 expression inhibitors, primary screen, DLD-1 cells, luminescence; DLD-1 KLF5 promoter-luciferase reporter; actives 0.23% (n = 290,000); inhibition, % at 5 µM; AID 1700, 2009;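 active means inhibition above a per-plate limit of that plate's mean compound inhibition plus 3 SD, cut at about 60% in these data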;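 further: 0% = DMSO wells and 100% = LY294002 at 200 µM; higher means less KLF5 promoter-driven luciferase light; inactives centre near -14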
# GSK3B inh: human GSK3beta kinase inhibitors, primary screen, biochemical, cell-free homogeneous, HTS. GST-GSK3beta kinase, ADP-Glo luminescence, 60 min; stronger effect = lower value. activity score (negative = inhibition), % at 10 µM. actives 0.038% (n = 300,000);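 active means more than half of replicate wells score below -50%, meaning over 50% inhibition versus plate controls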;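 further: 0% = median DMSO wells and -100% = median GW8510 positive control wells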
# Target sequence (P49841 whole entry, looked up): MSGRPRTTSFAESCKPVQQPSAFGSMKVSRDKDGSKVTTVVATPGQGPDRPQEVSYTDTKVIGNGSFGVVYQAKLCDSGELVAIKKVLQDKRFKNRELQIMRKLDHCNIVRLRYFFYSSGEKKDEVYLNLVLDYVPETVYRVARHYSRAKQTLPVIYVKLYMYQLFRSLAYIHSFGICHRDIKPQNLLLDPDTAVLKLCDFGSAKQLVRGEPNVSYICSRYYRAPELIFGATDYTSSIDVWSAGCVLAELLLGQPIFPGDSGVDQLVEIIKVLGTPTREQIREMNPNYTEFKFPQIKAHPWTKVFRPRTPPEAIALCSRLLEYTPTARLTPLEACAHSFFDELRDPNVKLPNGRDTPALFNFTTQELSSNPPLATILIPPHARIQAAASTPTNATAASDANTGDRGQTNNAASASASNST
#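 Test system: GST-tagged human GSK3beta kinase, cell-free; evaluation: activity score scaled between in-plate DMSO and GW8510 controls; measured by: ADP-Glo luminescence; incubation: 60 min reaction, RT; benchmarks: DMSO and 20 µM GW8510; reagent: peptide substrate plus 25 µM ATP (final); medium: Tris/MgCl2 kinase buffer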
# IEC-6 cytotox: cytotoxicity in IEC-6 intestinal epithelial cells, primary screen, cytotoxicity control for KLF5 inhibitor project, cell-based, luminescence; actives 0.78% (n = 290,000); inhibition, % at 5 µM; IEC-6 cytotoxicity, luminescence viability; AID 1825, 2009; in the data active means inhibition above about 22%;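 further: 0% = plate median of test compound wells and 100% = cytotoxic reference compound wells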
# GSK3 alpha inh: blockers of GSK3A enzyme activity – biochemical, luminescence, cell-free homogeneous, HTS, primary screen; GSK-3 alpha kinase, ADP-Glo luminescence, 60 min; Glycogen synthase kinase-3 alpha (Homo sapiens), P49840; inhibition, % at 10 µM; actives 0.1% (n = 320,000);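 in the data active means inhibition above about 50%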;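 further: GST-tagged GSK-3 alpha with peptide substrate and 25 µM ATP; 0% = DMSO neutral wells and 100% = GW8510 positive control wells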
# Target sequence (P49840 whole entry, looked up): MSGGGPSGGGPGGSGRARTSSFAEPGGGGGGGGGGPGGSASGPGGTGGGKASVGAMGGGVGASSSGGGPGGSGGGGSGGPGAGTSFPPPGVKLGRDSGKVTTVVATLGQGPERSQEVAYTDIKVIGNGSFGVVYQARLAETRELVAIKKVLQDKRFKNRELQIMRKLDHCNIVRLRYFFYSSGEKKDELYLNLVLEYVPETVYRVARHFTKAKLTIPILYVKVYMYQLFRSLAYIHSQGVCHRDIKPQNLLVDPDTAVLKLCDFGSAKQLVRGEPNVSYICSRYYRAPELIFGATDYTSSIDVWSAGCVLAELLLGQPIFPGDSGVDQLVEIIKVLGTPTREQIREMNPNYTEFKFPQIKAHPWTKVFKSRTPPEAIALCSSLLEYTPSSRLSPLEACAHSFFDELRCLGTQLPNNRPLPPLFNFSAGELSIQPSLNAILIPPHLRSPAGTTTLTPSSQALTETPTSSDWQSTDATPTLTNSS
# PolyA inh: polyadenylation inhibitors in yeast reporter cells, primary screen, luminescence, S. cerevisiae; S. cerevisiae SKY197-pL101 polyadenylation reporter, beta-gal luminescence; efflux-impaired pdr1/pdr3 knockout yeast; score 100 = 6 SD above DMSO; calls only at 12 µM; actives 0.02% (n = 300,000); AID 1875, 2009;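 active means lowest replicate activity score at least 50, where 100 means six control SD above control mean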;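 further: yeast exposed to compound for 9 h at 30 °C; higher score means more reporter readthrough which indicates perturbed polyadenylation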
# HSP90 refold inh: HSP90 inhibitors, primary screen, cell lysate, luminescence | Heat shock protein HSP 90 (rabbit reticulocyte lysate; luciferase refolding) | Rabbit reticulocyte lysate, luciferase refolding luminescence, 3 h | inhibition, % at 5.6 µM | actives 0.91% (n = 290,000) | AID 1789, 2009;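 active means inhibition above the screen-wide mean plus 3 SD, computed separately per campaign, cut at about 16% in these data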;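 further: 0% = DMSO wells and 100% = 60 µM geldanamycin wells; inhibitors lower the luminescence because luciferase stays unfolded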
# HSF1 inhib: HSF1 inhibitors in luciferase reporter cells, primary screen, cell-based, NIH3T3, luminescence | NIH3T3-HGL HSE-luciferase, MG132-induced, luminescence 8 h; stronger effect = lower value | activity change, negative = inhibition, % at 7.5 µM (by protocol) | actives 0.77% (n = 300,000);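 active means more than half of replicate wells show activity change below -50%, luminescence cut by over half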;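 further: luciferase reports HSF-1 transcriptional activity via heat shock element; 0% = median of DMSO wells and -100% = zero luminescence signal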
# Numbers without * were called inactive; i = inactive; nt = not tested or not shown. This is a subset, so the mix of outcomes need not match the whole.
# Below each compound – HSF1 activator	aSyn UTR inh	AI-2 QS modul	KLF5 inh	GSK3B inh	IEC-6 cytotox	GSK3 alpha inh	PolyA inh	HSP90 refold inh	HSF1 inhib
Cc1cccnc1NC(=O)CCNS(=O)(=O)c1ccc2c(c1)c(=O)n(C)c(=O)n2C
 : 6	8	2	-3	6	-1	0	i	0	-8
CCOc1ccc(C(=O)Nc2cc(Cl)ccc2-n2cncn2)cc1OC
 : -16	11	47	nt	4	nt	2	i	nt	-4
Cc1c(NC(=O)c2cc3nc(-c4ccc(Br)cc4)cc(C(F)(F)F)n3n2)c(=O)n(-c2ccccc2)n1C
 : 27	16	8	-3	6	3	-1	i	5	13
CCOc1cc(C(=S)N2CCOCC2)ccc1OS(=O)(=O)c1ccccc1[N+](=O)[O-]
 : -7	-46	38	-7	0	8	0	i	-3	3
CSCCC(NC(=O)COc1ccccc1)C(=O)OCCOc1ccc(F)cc1 (stereo unspecified)
 : -9	-8	19	nt	0	nt	-2	i	nt	-3
CCc1[nH]nc2c1C(c1ccsc1)C(C#N)=C(N)O2 (stereo unspecified)
 : 53*	6	28	-17	-3	-4	10	i	-2	16
O=C(CSc1nnc(SCc2ccc(Cl)cc2)s1)N1CCOCC1
 : 16	1	43	-39	0	-2	0	i	0	17
COc1c2ccccc2c(OC)c2ccccc12
 : -12	-5	15	-20	-4	1	nt	i	1	-5
CC1CCc2nn(CC(=O)NCCN3CCOCC3)cc2C1 (stereo unspecified)
 : -8	-2	10	-3	2	2	-4	i	2	-11
COc1cc2[nH]c(C(=O)NCCc3ccccc3)cc2c(OC)c1OC
 : 4	-8	1	-31	2	2	-1	i	12	0
Cc1ccc(C(=O)NC2CC(C)(C)NC(C)(C)C2)cc1Cl
 : -2	10	nt	-62	nt	2	-3	i	5	-11
Cn1nc(C(F)(F)F)c(-c2cccc(C(F)(F)F)c2)c1NC(=O)CSCC(=O)O
 : -4	13	19	-28	3	-1	-2	i	1	3
CCCc1nnc(NC(=O)OCC)s1
 : 1	-10	-2	-20	-1	10	-2	i	1	8
COC(=O)NC1(C(F)(F)F)C(=O)Nc2c1c(=O)n(C)c(=O)n2C (stereo unspecified)
 : -7	12	20	-9	1	-4	-1	i	-4	-9
Cc1nc(-c2ccccc2)c(Cc2ccccc2O)c(=O)[nH]1
 : -8	21	16	-15	5	-2	-1	i	-3	-1
CCCCN(CCCC)CC(O)COc1ccc(Br)cc1 (stereo unspecified)
 : -3	-19	14	-2	-2	11	1	i	9	1
COc1cc(C(=O)NCCCOC(C)C)ccc1OC1CCN(C(C)=O)CC1
 : -21	-11	5	-18	1	4	0	i	1	-8
COCCCN1C(=O)C(O)=C(C(C)=O)C1c1ccccn1 (stereo unspecified)
 : 5	0	6	-17	-3	0	1	i	2	-3
COc1ccc(C(=O)N2CCN(Cc3ccccc3)CC2)cc1[N+](=O)[O-]
 : -11	12	0	-58	1	-7	-3	i	-3	2
CC(C)(C)c1ccc(OCC(=O)N(Cc2cccs2)C2CCS(=O)(=O)C2)cc1 (stereo unspecified)
 : -6	9	21	0	4	2	0	i	-1	-5
O=C(NCc1ccco1)c1cc(S(=O)(=O)N2CCCC2)ccc1Cl
 : 7	-25	17	-22	1	-9	0	i	-4	1
CC(C)CNC(=O)[C@@H]1CSC2c3ccccc3C(=O)N21 (stereo partly specified)
 : 46	5	23	-27	-2	4	0	i	3	17
COc1ccc(NC(=O)NC(C)c2ccc3c(c2)OCO3)cc1OC (stereo unspecified)
 : -9	-5	15	-11	1	0	-1	i	-2	-7
O=C(O)c1cc(Br)ccn1
 : -1	-10	22	2	0	-4	-6	i	1	-2
CN(Cc1ccncc1)C1CC(=O)N(c2ccc(Cl)cc2)C1=O (stereo unspecified)
 : 16	-1	17	-16	1	-4	1	i	6	-8
CC(OC(=O)CC1CCCC1)C(=O)Nc1ccc(Cl)cn1 (stereo unspecified)
 : 18	5	9	nt	-1	nt	-7	i	nt	2
CC(=O)c1cccc(OCc2cc(C(=O)N3CCSCC3)no2)c1
 : 31	-152	-36	-148	-1	2	2	i	-3	10
COc1ccc(-c2cc3ccc(OCC(N)=O)cc3oc2=O)cc1OC
 : -1	-65	10	-28	1	0	-16	i	-5	2
COc1ccccc1NC(=O)c1ccc(COc2ccccc2Br)o1
 : 1	2	22	-21	-1	-2	-1	i	-5	-4
COc1ccc(CCNC(=O)c2cc3c(cc2Cl)N2CCCCCC2=NS3(=O)=O)cc1
 : -12	6	21	nt	0	nt	-1	i	nt	0

# A portion taken from the entries so far, for reference:
# Below each compound – HSF1 activator	aSyn UTR inh	AI-2 QS modul	KLF5 inh	GSK3B inh	IEC-6 cytotox	GSK3 alpha inh	PolyA inh	HSP90 refold inh	HSF1 inhib
Cc1cccnc1NC(=O)CCNS(=O)(=O)c1ccc2c(c1)c(=O)n(C)c(=O)n2C
 : 6	8	2	-3	6	-1	0	i	0	-8
CCOc1ccc(C(=O)Nc2cc(Cl)ccc2-n2cncn2)cc1OC
 : -16	11	47	nt	4	nt	2	i	nt	-4

# (more compounds)
# Below each compound – HSF1 activator	aSyn UTR inh	AI-2 QS modul	KLF5 inh	GSK3B inh	IEC-6 cytotox	GSK3 alpha inh	PolyA inh	HSP90 refold inh	HSF1 inhib
O=C(OCc1nnc(-c2ccccc2)o1)c1ccc(Br)o1
 : -32	12	10	nt	-2	nt	-3	i	nt	-11
COc1cc(CC(=O)Nc2ccccc2N2CCCCC2)cc(OC)c1OC
 : 12	15	14	-14	3	-3	1	i	2	5
O=C(Nc1nnc(SCc2ccc(F)cc2)s1)c1cccnc1Cl
 : -14	5	-34	19	-3	-7	-4	i	1	1
Cc1cccc(N2CCN(CC(=O)Nc3ccccc3[N+](=O)[O-])CC2)c1C
 : 8	14	32	-47	0	-5	1	i	-4	-4
Cc1csc(NC(=S)NC(=O)c2ccccc2)n1
 : 18	-179	20	-87	2	0	-1	i	-2	5
CCCC1(c2ccccc2)NC(=O)N(CC(=O)Nc2cc(S(=O)(=O)N3CCOCC3)ccc2Cl)C1=O (stereo unspecified)
 : 23	6	4	-22	-4	-1	1	i	-1	-2
O=C(NCCc1ccccc1)c1cnc2n(c1=O)CCS2
 : -9	-80	1	-48	-4	-4	-1	i	2	0
CC(C)(C)c1cnnn1-c1ccc([N+](=O)[O-])cc1
 : 0	18	17	-23	3	0	1	nt	-2	-4
COc1cc(OC)cc(C(=O)OCC(=O)Nc2ccc3[nH]c(=O)[nH]c3c2)c1
 : -3	5	33	nt	0	nt	-2	i	nt	-2
CCn1c(SCC(=O)Nc2ccc3c(c2)OCCO3)nnc1-c1ccco1
 : -16	3	9	-11	-1	3	-3	i	1	-8
O=C(COC(=O)c1cccc(Cl)c1)NCCN1C(=O)CSC1=O
 : nt	13	20	-3	0	8	-4	i	1	nt
COc1ccc(C=O)cc1OC1C=CCCC1 (stereo unspecified)
 : -9	1	8	9	2	7	-3	i	7	0
N#Cc1cc([N+](=O)[O-])ccc1NC(=O)COC(=O)C12CC3CC(CC(C3)C1)C2
 : 3	26	29	-10	-1	-2	-1	i	4	-5
Cc1ccccc1C(=O)NC(CC(C)C)C(=O)Nc1ccc(S(N)(=O)=O)cc1 (stereo unspecified)
 : 1	12	15	16	0	5	-3	i	0	-9
Cc1ccc(C)c(NC(=O)CSc2sc3c(O)cc(=O)[nH]c3c2C#N)c1
 : -2	-8	26	-29	0	-9	-1	i	1	0
COc1ccc(OC)c(N(CC(=O)NCc2cccnc2)S(C)(=O)=O)c1
 : -47	-7	20	-22	1	-1	0	i	-2	-38
CC(C)[C@@H](C(=O)OCC(=O)Nc1ccc2c(c1)OCO2)N1C(=O)c2ccccc2C1=O
 : -20	-3	9	-31	0	1	-7	i	-4	2
CCCCNC(=S)NNc1c(Cl)cc(Cl)cc1Cl
 : -78	13	12	-9	0	8	-1	i	4	-72*
Cc1ccc(NC(=O)C2CC(=O)N(Cc3ccco3)C2)cc1 (stereo unspecified)
 : 17	5	16	-22	0	-6	-2	i	2	-3
N#Cc1cccc(NC(=O)CN2NS(=O)(=O)c3ccccc3C2=O)c1
 : -4	5	5	-26	-3	1	-3	i	1	0
O=C1CS/C(=C\[N+](=O)[O-])N1c1ccccc1
 : -3	16	-6	-21	1	2	0	i	0	4

# HSF1 activator: what is marked active above
molecule | HSF1 activator | aSyn UTR inh | AI-2 QS modul | KLF5 inh | GSK3B inh | GSK3 alpha inh | PolyA inh | HSP90 refold inh | HSF1 inhib
CCc1[nH]nc2c1C(c1ccsc1)C(C#N)=C(N)O2 (stereo unspecified) | 53* | 6 | 28 | -17 | -3 | 10 | i | -2 | 16

# In a second layout: results already given
Structure	HSF1 activator	aSyn UTR inh	AI-2 QS modul	KLF5 inh	GSK3B inh	IEC-6 cytotox	GSK3 alpha inh	PolyA inh	HSP90 refold inh	HSF1 inhib
COc1cc(OC)cc(C(=O)OCC(=O)Nc2ccc3[nH]c(=O)[nH]c3c2)c1	-3	5	33	nt	0	nt	-2	i	nt	-2
CCn1c(SCC(=O)Nc2ccc3c(c2)OCCO3)nnc1-c1ccco1	-16	3	9	-11	-1	3	-3	i	1	-8
O=C(COC(=O)c1cccc(Cl)c1)NCCN1C(=O)CSC1=O	nt	13	20	-3	0	8	-4	i	1	nt

# Taken from above:
# Reading of CC(C)[C@@H](C(=O)OCC(=O)Nc1ccc2c(c1)OCO2)N1C(=O)c2ccccc2C1=O in aSyn UTR inh: -3
# Reading of N#Cc1cccc(NC(=O)CN2NS(=O)(=O)c3ccccc3C2=O)c1 in HSF1 activator: -4

# Source: PubChem BioAssay (several laboratories)
